Source: PubChem
RNase H inhibition: RNase H inhibition, HIV 1 Gag Pol polyprotein, FRET biochemical assay, screening (AID 372); HIV-1 RT RNase H, FRET RNA/DNA substrate fluorescence; higher % means a stronger effect; inhibition, % at 10 µM; hits with a dose series show IC50 in µM; 100,000 compounds, 0.77% hits; in the data active = inhibition above about 50%
The depositor's hits bear a star. A portion of the library (hit frequency here may not be typical).

SMILES,RNase H inhibition
O=C1C(Cc2ccc(O)cc2)NC(=S)N1c1ccccc1 (stereo not given),12.0%
Cc1ccc(NCC(=O)N/N=C\c2ccc(-c3ccc(Cl)cc3)o2)cc1,7.0%
Cn1c(/C=C/c2c[nH]c3ccccc23)nc2ccccc2c1=O,10.0%
C/C(=N\NC(=O)CNC(=O)C1COc2ccccc2O1)c1ccccc1 (stereo not given),5.0%
O=C(c1cccs1)N1CCN(c2cccc(Cl)c2)CC1,0.0%
CCOC(=O)c1ccc(NS(=O)(=O)c2ccc(Cl)cc2)cc1,6.0%
O=C(O)c1ccc(S(=O)(=O)c2ccc3c(c2)C(=O)N(c2ccc(I)cc2)C3=O)cc1,4.0%
O=C(COc1ccc(Br)cc1)NNC(=O)c1ccco1,0.0%
CCOC(=O)Cc1nc(-c2ccc(Cl)cc2)cs1,13.0%
O=C(Nc1ccncc1)c1cc2nc(-c3cccs3)cc(C(F)(F)F)n2n1,17.0%
Cc1ccc(S(=O)(=O)n2cc(/C=C3\SC(N)=NC3=O)c3ccccc32)cc1,9.0%
C/C(Nc1ccc(Br)cc1)=C(/C#N)C(N)=O,16.0%

Random excerpt: 5 entries already listed, in no set order.
SMILES,RNase H inhibition
O=C(c1cccs1)N1CCN(c2cccc(Cl)c2)CC1,0.0%
Cn1c(/C=C/c2c[nH]c3ccccc23)nc2ccccc2c1=O,10.0%
C/C(=N\NC(=O)CNC(=O)C1COc2ccccc2O1)c1ccccc1 (stereo not given),5.0%
CCOC(=O)Cc1nc(-c2ccc(Cl)cc2)cs1,13.0%
Cc1ccc(S(=O)(=O)n2cc(/C=C3\SC(N)=NC3=O)c3ccccc32)cc1,9.0%

(listing goes on)
SMILES,RNase H inhibition
Cc1ccc(CSCC(=O)N/N=C/c2ccccc2O)cc1,11.0%
O=C(/C=C\c1ccc([N+](=O)[O-])cc1)Nc1ccc(N2CCOCC2)cc1,7.0%
COc1ccc(N2C(=O)CC(SC(=NCc3ccc(Cl)cc3)Nc3ccccc3)C2=O)cc1 (stereo not given),10.0%
O=C(Nc1ccc(-c2nc3ccccc3s2)c(O)c1)c1cc(Br)ccc1Cl,11.0%
O=C(COc1ccccc1Cl)NCc1ccco1,0.0%
CCOC(=O)C1=C(C)N=c2s/c(=C\c3ccc(OCc4ccc(Cl)cc4)cc3)c(=O)n2C1c1ccc(OC)c(OC)c1 (stereo not given),0.0%
C=CCNC(=S)NC(=O)/C=C/c1ccco1,11.0%
COc1ccc(N2CC(C(=O)N/N=C/c3cc([N+](=O)[O-])ccc3O)CC2=O)cc1 (stereo not given),6.0%
Cc1oc2ccc(O)cc2c1C(O)c1ccccc1 (stereo not given),0.0%
Cc1nn(-c2ccccc2)c(Cl)c1C=Nc1ccccc1Sc1c(C)n[nH]c1C,10.0%
Nc1ccc(Nc2ccncc2[N+](=O)[O-])cc1,5.0%
CCOC(=O)c1c(Cl)cc(Cl)c(NC(C)=O)c1[N+](=O)[O-],11.0%

Remaining list, next part.
SMILES,RNase H inhibition
Cc1ccc(N=Cc2c(C(F)(F)F)[nH]n(-c3ccccc3)c2=O)cc1,8.0%
COc1ccc(C(=O)Nc2ccc(S(=O)(=O)N3CCCC3)cc2)cc1,8.0%
O=C(Nc1ccc(Cl)cc1)Nc1ccccc1C(F)(F)F,1.0%
COc1ccc(-c2nn(-c3ccccc3)c(N)c2-c2ccccc2)cc1OC,7.0%
CN(C)c1ccc(/C=C(\C#N)C(=O)NCC2CCCO2)cc1 (stereo not given),5.0%
COc1cc(/C=N/n2cnnc2)cc(Cl)c1OCCOc1ccc(C(C)(C)C)cc1,7.0%
O=C(N/N=C/c1cccc(O)c1O)Nc1ccccc1,17.0%
O=C(Nc1sc2c(c1C(=O)Nc1ccccc1)CCCC2)c1ccco1,24.0%
O=P(NNc1ccccc1)(NNc1ccccc1)c1ccccc1,2.0%
COc1ccc(C2Nc3ccccc3C(=O)N2Cc2ccco2)cc1COc1c(C)cccc1C (stereo not given),14.0%
CCOC(=O)N/N=C/c1cccc(OC)c1O,3.0%
CCOC(=O)C1=C(C)N=c2s/c(=C\c3ccc(OCc4ccccc4Cl)cc3)c(=O)n2C1c1ccc(Cl)cc1 (stereo not given),5.0%

Next results follow.
SMILES,RNase H inhibition
O=C(O)/C=C\C(=O)Nc1cc(Cl)ccc1Cl,2.0%
CC(=O)c1ccc(-n2c(C)cc(/C=C(\C#N)C(=O)Nc3ccccc3)c2C)cc1,7.0%
COc1ccc2c(c1)C(=O)N(c1ccc(C)cc1C)C(=O)/C2=C/N1CCOCC1,14.0%
O=C1C2C(C(=O)N1c1ccc(Br)cc1)C1(c3ccccc3)C(=O)C2(c2ccccc2)C(c2ccccc2)=C1c1ccccc1 (stereo not given),29.0%
Cc1ccc(N2C(=O)NC(=O)/C(=C/c3cccc(OCC(=O)O)c3)C2=O)cc1,13.0%
COc1ccccc1CNC(=O)c1ccc([N+](=O)[O-])o1,0.0%
COc1cccc(-n2sc3c(c2=S)-c2ccc(OC)cc2NC3(C)C)c1,19.0%
Clc1ccc2c(c1)sc[n+]2Cc1cccc(Br)c1,7.0%
CCC(CC)=NNC(=O)C(=O)Nc1cccc(Cl)c1,7.0%
O=C(CN1C(=O)C2C3c4ccccc4C(c4ccccc43)C2C1=O)N1CCCCC1 (stereo not given),9.0%
O=C1CC(N2CCN(C(c3ccccc3)c3ccccc3)CC2)C(=O)N1CCc1ccccc1 (stereo not given),4.0%
CCOC(=O)c1c(NC(=O)c2cc3ccccc3o2)sc2c1CCC(C)C2 (stereo not given),7.0%

Later entries:
SMILES,RNase H inhibition
COc1ccccc1N1CCN(C(=O)C2CCCO2)CC1 (stereo not given),3.0%
CCOc1ccc(/C=N\NC(=O)C2CC(=O)N(c3ccc(Br)cc3)C2)cc1 (stereo not given),9.0%
C/C(=C\c1cccc2ccccc12)[N+](=O)[O-],53.0%*
Brc1ccc(C=NN2CCN(C3c4ccccc4-c4ccccc43)CC2)s1,20.0%
COc1ccc(CCNC(=O)C(=O)Nc2cccc(C(F)(F)F)c2)cc1,25.0%
CCc1ccccc1NC(=O)CCN1C(=O)/C(=C/c2ccc(C)cc2)SC1=S,16.0%
COc1ccc(OCCOc2ccc(/C=C3\SC(=O)NC3=O)cc2OC)cc1,22.0%
COc1ccc(/C(O)=C2/C(=O)C(=O)N(c3cccc(C(F)(F)F)c3)C2c2ccccc2[N+](=O)[O-])cc1 (stereo not given),7.0%
O=C(c1ccc(-c2ccccc2)cc1)N1CCN(Cc2ccncc2)CC1,8.0%
CCOC(=O)CSC1=C(C#N)C(c2ccc(C)s2)CC(=O)N1 (stereo not given),11.0%
CCOC(=O)C1=C(c2ccccc2)NC(=O)NC1c1cc(OC)ccc1OC (stereo not given),6.0%
CCC(=NNC(=O)Nc1c(C)cccc1C)c1ccc(O)cc1,0.0%

The list goes on, overlapping the part above by five compounds.
SMILES	RNase H inhibition
COc1ccc(/C(O)=C2/C(=O)C(=O)N(c3cccc(C(F)(F)F)c3)C2c2ccccc2[N+](=O)[O-])cc1 (stereo not given)	7.0%
O=C(c1ccc(-c2ccccc2)cc1)N1CCN(Cc2ccncc2)CC1	8.0%
CCOC(=O)CSC1=C(C#N)C(c2ccc(C)s2)CC(=O)N1 (stereo not given)	11.0%
CCOC(=O)C1=C(c2ccccc2)NC(=O)NC1c1cc(OC)ccc1OC (stereo not given)	6.0%
CCC(=NNC(=O)Nc1c(C)cccc1C)c1ccc(O)cc1	0.0%
COc1ccc(OC)c(N(CC(=O)Nc2ccc(C)cc2)S(C)(=O)=O)c1	12.0%
O=C(O)c1ccc(CSc2nc3ccc(N4C(=O)C5CCCCC5C4=O)cc3s2)cc1 (stereo not given)	15.0%
COC(=O)CC1SC(=O)N(CN2CCOCC2)C1=O (stereo not given)	9.0%
CCOC(=O)C(CCCOc1ccccc1)C(=O)OCC	0.0%
O=C(N/N=C/C=C/c1ccco1)/C(=C/c1ccccc1)NC(=O)c1ccccc1	22.0%
COc1ccc(N2C(=O)CC(NCc3ccc(F)cc3)C2=O)cc1 (stereo not given)	0.0%
COc1ccccc1NC1CC(=O)N(c2ccccc2OC)C1=O (stereo not given)	8.0%
Cc1ccc(-c2nc3cc(NC(=O)COc4ccccc4[N+](=O)[O-])ccc3o2)cc1	6.0%
Cc1ccc(-c2noc(-c3ccc(I)cc3)n2)cc1	17.0%
CC(C)(C)c1ccc(-c2n[nH]c(=S)n2/N=C/c2cccc(F)c2)cc1	12.0%
COc1ccc(N(CC(=O)NCc2ccc(Cl)cc2)S(C)(=O)=O)cc1Cl	5.0%
COc1ccc(-c2cc(-c3ccc(OC)cc3)c3c(N)c(C(=O)c4ccc(Cl)c(Cl)c4)sc3n2)cc1	9.0%
O=C1c2cccc3cccc(c23)C(=O)N1CC1CCN(S(=O)(=O)c2cccc3cccnc23)CC1	0.0%
CCOc1ccc(NC(=O)c2ccc([N+](=O)[O-])cc2)c([N+](=O)[O-])c1	3.0%
Cc1ccccc1N=Cc1ccc(Cl)c([N+](=O)[O-])c1	12.0%
COc1cc(C=O)cc(Cl)c1OCc1ccc(F)cc1	20.0%
Cc1ccc(OCC(=O)N2CCC(C(N)=O)CC2)cc1	0.0%
Cc1nc2ccc(Br)cc2c(-c2ccccc2)c1C(=O)O	8.0%
COc1cc(/C=N\NC(=O)CSc2nc3ccccc3o2)ccc1O	25.0%
Cc1ccc2cccc(SCC(=O)Nc3ccc(Br)cc3)c2n1	13.0%
COc1ccc(C(=O)/C=C\c2ccc(Cl)cc2Cl)cc1F	10.0%
COc1cc(-c2nc3ccc4ccccc4c3c3c2CCC3)cc(Br)c1O	22.0%
COC(=O)c1ccccc1NC(=O)COc1ccc(C)cc1	8.0%
COC(=O)c1ccccc1NC(=S)NC(=O)Cc1ccc(Cl)cc1	35.0%
CCCSc1nnc2n(-c3ccc(OC)cc3)c(=O)c3c4c(sc3n12)CCCC4	6.0%

In the list so far, these have a tert-butyl group:
SMILES	RNase H inhibition
COc1cc(/C=N/n2cnnc2)cc(Cl)c1OCCOc1ccc(C(C)(C)C)cc1	7.0%
CC(C)(C)c1ccc(-c2n[nH]c(=S)n2/N=C/c2cccc(F)c2)cc1	12.0%

(more compounds)
SMILES	RNase H inhibition
COc1ccc(/C=N/Nc2nncc(-c3ccccc3)n2)cc1Br	3.0%
C=CCN1C(=O)/C(=C\c2cc(Br)c(OCc3ccccc3)c(OCC)c2)SC1=S	10.0%
CCC(C)c1ccc(NS(=O)(=O)c2ccc(OC)cc2)cc1 (stereo not given)	5.0%
O=C1CC(c2ccc3c(c2)OCO3)CC2=C1C(c1ccc(C(F)(F)F)cc1)Nc1ccccc1N2 (stereo not given)	24.0%
CCOC(=O)c1c(CC(C)C)csc1NC(=O)c1ccccc1C(=O)O	0.0%
CCOc1ccc(NC(=S)NCc2ccco2)cc1	0.0%
C=CCSc1nc2sc3c(c2c(=O)n1CC=C)CCC3	10.0%
COc1ccc(-c2cc(=O)oc3cc(OCC(=O)c4ccc(F)cc4)ccc23)cc1	5.0%
Cc1ccccc1NC(=O)C(=O)NCCO	0.0%
O=c1/c(=C\c2ccc(OS(=O)(=O)c3cccc([N+](=O)[O-])c3)cc2)sc2nc3ccccc3n12	25.0%
O=C(Cc1ccc(F)cc1F)Nc1ccc(Br)cc1	0.0%
OC(CN=Cc1ccc(Cl)cc1)c1ccccc1 (stereo not given)	5.0%
COc1ccc(/C=C2/SC(=S)N(CCCC(=O)OCCN(C)C)C2=O)cc1	11.0%
O=C(O)COc1ccccc1/C=N/NC(=O)c1sc2ccccc2c1Cl	0.0%
CCOCCOC(=O)C1=C(C)NC2=C(C(=O)CC(c3ccc(OC)cc3)C2)C1c1cccc(F)c1 (stereo not given)	15.0%
COc1ccc(/C=C/c2c([N+](=O)[O-])c(=O)n(C)c(=O)n2C)c(OC)c1	22.0%
COc1cc(/C=N/NC(=O)C(C)Nc2cccc3ccccc23)cc(OC)c1OC (stereo not given)	17.0%
CCOC(=O)C1=C(C)N=c2s/c(=C\c3ccccc3OCc3ccc(Cl)cc3Cl)c(=O)n2C1c1ccc(N(C)C)cc1 (stereo not given)	7.0%
COc1ccc(S(=O)(=O)N(CC(=O)NC2CC2)c2ccc(C)cc2)cc1Br	11.0%
COc1ccc(CN2CCN(C(=O)c3ccc(-c4ccccc4)cc3)CC2)cc1OC	17.0%
COC(=O)c1ccc(Oc2ccc(/C=C3/SC(=S)N(C)C3=O)cc2OC)c([N+](=O)[O-])c1	7.0%
COC(=O)c1c(NC(=O)c2ccccc2)sc2c1CCCC2	2.0%
O=C1CSC2(C(=O)Nc3ccccc32)N1c1cccc(C(F)(F)F)c1 (stereo not given)	8.0%
CC1(C)CC(=O)C(C=NCc2cccc(C(F)(F)F)c2)=C(O)C1	7.0%
Cc1cc(Cl)ccc1NCC(=O)N/N=C1/CCCCC1C (stereo not given)	9.0%

Going on with the list:
SMILES	RNase H inhibition
COc1ccc(CCNC(=O)CSc2ccc(Cl)cc2)cc1OC	4.0%
Cc1c(NC(=O)c2cccs2)cccc1-c1nc2ncccc2o1	6.0%
O=C1C(=O)N(c2ccccn2)C(c2ccc(F)cc2)/C1=C(/O)c1ccc([N+](=O)[O-])cc1 (stereo not given)	21.0%
Cc1cccc(OCC(=O)Nc2cccc(-c3nc4ccccc4s3)c2)c1	9.0%
CC(=O)Oc1c(-c2ccc(Br)cc2)c2nc3ccccc3nc2c2ccccc12	3.0%
C=C(C)Cn1c(-c2ccccc2Br)n[nH]c1=S	0.0%
O=C(CCC(=O)N/N=C/c1ccc(O)cc1)N/N=C\c1ccc(O)cc1	2.0%
CC(O)(C(=O)N/N=C/c1ccc(Br)cc1)c1ccccc1 (stereo not given)	13.0%
Cc1c(C)c(COc2cccc3cccnc23)c(C)c(C)c1Br	14.0%
COc1c(I)cc(I)cc1/C=N/Nc1nc(Nc2cc(C)ccc2C)nc(N2CCOCC2)n1	24.0%
CCOC(=O)COc1ccccc1/C=N/NC(=O)/C(=C\c1ccc([N+](=O)[O-])cc1)NC(=O)c1ccccc1	18.0%
